# Screens from PubChem.
# GSTO1 inh – counter-screen for RBBP9 inhibitors: inhibitors of human GSTO1 | P78417 | recombinant GSTO1, activity-based probe fluorescence polarization | hit rate 1.1% among 300,000 | inhibition, % at 5.96 µM;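 active = inhibition above the campaign mean inhibition plus 3 SD, cut at about 35% in these data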;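 note: 0% = GSTO1-1 with DMSO and 100% = wells lacking GSTO1-1 enzyme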
# LYPLA2 inh – blocks human lysophospholipase 2, a PME1 counter-screen; recombinant LYPLA2, FP-Rh probe fluorescence polarization; inhibition, % at 5.9 µM; hit rate 0.38% among 320,000;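 active = inhibition above the screen-wide mean plus 3 SD, limit set per campaign, cut at about 26% in these data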;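 note: 0% = LYPLA2 with DMSO and 100% = wells lacking LYPLA2 enzyme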
# LYPLA1 counter – LYPLA1 (human) inhibition in PME1 counter-screen; O75608; recombinant LYPLA1, FP-Rh probe fluorescence polarization; inhibition, % at 5.9 µM; hit rate 0.16% among 320,000; AID 2174;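 active = inhibition above the mean of all tested compounds plus 3 SD, set per campaign, cut at about 14% in these data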;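 note: inhibitors block serine hydrolase probe labeling of LYPLA1 so polarization falls; 0% = enzyme with DMSO and 100% = wells lacking LYPLA1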
# Target sequence (O75608 whole entry, looked up): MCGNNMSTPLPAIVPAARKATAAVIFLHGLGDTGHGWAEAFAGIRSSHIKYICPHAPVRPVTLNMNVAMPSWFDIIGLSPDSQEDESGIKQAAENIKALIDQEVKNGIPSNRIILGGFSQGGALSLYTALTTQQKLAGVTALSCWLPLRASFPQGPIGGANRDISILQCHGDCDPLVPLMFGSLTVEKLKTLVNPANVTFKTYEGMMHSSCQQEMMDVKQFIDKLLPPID
# PAFAH2 FP inh – inhibitors of human PAFAH2 | Q99487 | recombinant PAFAH2, FP-rhodamine activity probe, fluorescence polarization | inhibition, % at 3.39 µM | hit rate 0.99% among 340,000 | AID 492956;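 active = inhibition above the mean over all tested compounds plus 3 SD, cut at about 30% in these data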;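 note: inhibitors block probe labeling of enzyme so polarization drops; 0% = enzyme with DMSO and 100% = wells lacking PAFAH2 protein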
# pPAFAH FP inh – inhibitors of human plasma PAF acetylhydrolase (pPAFAH). Q13093. recombinant pPAFAH, FP-rhodamine probe fluorescence polarization. inhibition, % at 3.39 µM. hit rate 1.5% among 330,000;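 active = inhibition above the mean inhibition across the screen plus 3 SD, cut at about 25% in these data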;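 note: inhibitors block binding of the rhodamine activity-based probe so polarization drops; 0% = enzyme with DMSO and 100% = wells lacking pPAFAH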
# PAFAH1B2 FP inh – PAFAH1B2 (human) inhibition; P68402; recombinant PAFAH1B2, FP-rhodamine activity probe, fluorescence polarization; inhibition, % at 3.39 µM; hit rate 1.2% among 340,000; AID 492953;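 active = inhibition above the mean of all tested compounds plus 3 SD, cut at about 24% in these data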;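 note: 0% = enzyme with DMSO and 100% = wells lacking PAFAH1B2; many of its hits are not listed in these tables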
# PREPL inh – inhibitors of human prolyl oligopeptidase-like enzyme PREPL | Q4J6C6 | recombinant PREPL, fluorescence polarization activity-based probe | inhibition, % at 5.96 µM | hit rate 0.68% among 320,000; in the data active = inhibition above about 43%;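 note: 0% = enzyme with DMSO and 100% = wells lacking enzyme; many of its hits are not listed in these tables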
# Target sequence (Q4J6C6 whole entry, looked up): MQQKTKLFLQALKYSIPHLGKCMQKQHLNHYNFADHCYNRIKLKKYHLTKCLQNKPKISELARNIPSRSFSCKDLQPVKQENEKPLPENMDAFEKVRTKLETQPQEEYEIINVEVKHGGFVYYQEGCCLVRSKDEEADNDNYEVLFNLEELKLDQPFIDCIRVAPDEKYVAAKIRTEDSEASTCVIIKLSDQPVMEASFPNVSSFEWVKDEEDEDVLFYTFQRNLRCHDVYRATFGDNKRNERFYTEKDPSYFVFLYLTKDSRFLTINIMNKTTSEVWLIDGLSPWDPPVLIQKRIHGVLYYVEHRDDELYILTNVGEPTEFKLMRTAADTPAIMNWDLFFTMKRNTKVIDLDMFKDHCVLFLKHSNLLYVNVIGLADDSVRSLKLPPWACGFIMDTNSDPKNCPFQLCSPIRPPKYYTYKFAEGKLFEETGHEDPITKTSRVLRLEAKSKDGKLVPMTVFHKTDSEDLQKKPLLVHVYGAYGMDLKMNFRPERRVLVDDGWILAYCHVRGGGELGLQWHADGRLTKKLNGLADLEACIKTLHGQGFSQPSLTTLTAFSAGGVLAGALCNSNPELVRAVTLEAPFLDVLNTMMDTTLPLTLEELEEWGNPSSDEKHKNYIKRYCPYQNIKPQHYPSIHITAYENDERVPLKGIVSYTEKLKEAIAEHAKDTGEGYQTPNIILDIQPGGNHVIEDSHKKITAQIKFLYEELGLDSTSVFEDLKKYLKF
# PAFAH1B3 FP inh – PAFAH1B3 (human) inhibition. inhibition, % at 3.39 µM. hit rate 0.28% among 340,000. recombinant PAFAH1B3, FP-rhodamine probe, fluorescence polarization. Q15102;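 active = inhibition above the screen-wide average of all tested compounds plus 3 SD, cut at about 25% in these data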;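 note: 0% = enzyme with DMSO only and 100% = wells lacking PAFAH1B3 protein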
# PAD4 FP inh – inhibitors of human PAD4; hit rate 0.41% among 330,000; inhibition, % at 6.36 µM; recombinant PAD4, RCA probe fluorescence polarization; Q9UM07;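 active = percent inhibition above a cutoff equal to the mean of all tested compounds plus 3 SD, cut at about 15% in these data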;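 note: 0% = PAD4 with RCA probe and DMSO and 100% = probe without PAD4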
# * = called active by the depositor; · = no result given.
SMILES,GSTO1 inh,LYPLA2 inh,LYPLA1 counter,PAFAH2 FP inh,pPAFAH FP inh,PAFAH1B2 FP inh,PREPL inh,PAFAH1B3 FP inh,PAD4 FP inh
Cc1cc(OCC(=O)Nc2ccc3c(c2)OCCO3)cc(C)c1Cl,-3,-4,-3,-11,-1,2,2,0,-1
Cc1ccc(S(=O)(=O)NC(CC(C)C)C(=O)N2CCC(C)CC2)cc1 (centres undefined),0,-1,-1,0,0,5,7,6,1
Cc1cc(S(=O)(=O)N2CCN=C2c2ccccc2)c(Cl)cc1Cl,2,-4,2,7,4,12,-2,7,2
COc1ccc(N2CCN(Cc3nc(-c4ccccc4)no3)CC2)cc1,-2,26*,6,1,7,3,20,-3,3
COC(=O)c1cc(-c2ccc(S(=O)(=O)N3CCCC3)cc2)c(C(F)(F)F)s1,-11,1,-2,8,8,-4,-9,-3,-1
CC(C)(C)NC(=O)C(=O)NNC(=O)c1cccc([N+](=O)[O-])c1,9,-2,2,4,1,6,3,6,1
COc1cc2c(cc1OC)CN(C(=O)c1ccc3nc[nH]c3c1)CC2,5,2,1,-1,6,-4,4,-5,-2
C=CCOc1ccccc1CNc1ccc2c(c1)OCCO2,13,2,2,6,9,5,32,-2,-3
Cc1cc(C)n(CCc2nc(-c3ccc(F)cc3)cs2)n1,-2,1,-3,1,-1,-1,-2,-1,0
CCOC(=O)C1CCN(S(=O)(=O)c2ccc(C(=O)OC)cc2)CC1,17,-2,0,3,-4,8,4,12,-3
CC(=O)c1cccc(NC(=O)c2nccnc2C(=O)O)c1,-5,-1,1,6,-2,1,3,-4,-1
CSCCC(NC(=O)COc1ccccc1)C(=O)N1CCOCC1 (centres undefined),·,10,2,0,1,1,1,14,4
COc1ccc(C2=CSC3=C(C(=O)c4cccc(S(=O)(=O)N(C)C)c4)CCN23)cc1,0,2,-2,3,12,0,22,3,0
O=C(Nc1ccc(C(F)(F)F)cc1)C1CCCCN1S(=O)(=O)c1ccccc1 (centres undefined),·,1,-6,4,1,3,-6,3,2
CCCc1nn2c(=O)cc(CSCC(=O)Nc3nnc(CC)s3)nc2s1,2,3,6,0,-2,-6,14,4,-1
Cc1ccc(CC(=O)NCc2ccc3c(c2)OCO3)cc1,13,3,-1,-1,3,4,9,4,8
Cc1ccc(NC(=O)CC2Oc3ccc(C)cc3NC2=O)c(C)c1 (centres undefined),2,-5,-1,-2,5,-2,-2,1,-7
CN(C)N1C(N)=C(C#N)C(c2ccc(F)cc2)C2=C1CCCC2=O (centres undefined),2,4,2,8,10,1,-3,2,0
O=c1c2c3c(sc2n(CCN2CCCC2)c(=O)n1Cc1ccco1)CCCCC3,-5,-5,-6,-2,16,3,12,-2,-6
COc1ccc(/C=N/NC(=O)c2cc[n+]([O-])cc2)cc1O,11,3,-1,-10,7,-2,14,0,0
CC(C)CC(=O)Nc1nnc(-c2ccco2)s1,-11,0,0,4,0,10,0,12,-2
CN(Cc1cccnc1)Cc1cn[nH]c1-c1ccc(-c2ccccc2)cc1,-2,9,3,-3,10,0,5,-1,-5
CC(=O)c1cccc(NC(=O)CCC2CCCC2)c1,3,-4,-3,7,4,7,15,-2,0
Cc1ccc(C(=O)c2cnc3ccccc3c2-c2ccccc2)cc1,2,5,2,7,3,6,8,6,0
CCn1cc(C(=O)OCC(=O)N(C)C2CCS(=O)(=O)C2)c(=O)c2ccc(C)nc21 (centres undefined),9,4,4,-2,4,-1,-1,-3,-4
C=C(C)Cn1c(SCC#N)nc2ccccc2c1=O,-6,0,0,7,4,9,-2,0,2
O=C(CC(Sc1ccc(Br)cc1)C(=O)O)c1ccc(F)cc1 (centres undefined),-1,-1,3,6,-1,19,18,12,1
CCN(c1cccc(C)c1)S(=O)(=O)c1cccc2nsnc12,6,6,-6,3,1,1,-5,-6,1
CC12CCCC[C@@H]1CCC1C2CCC2(C)C1CC[C@@]2(O)CNCCO (some centres undefined),-2,11,3,-5,1,6,9,6,1
COc1cc(/C=C/C(=O)c2c(O)cc(C)oc2=O)cc(OC)c1O,24,-19,-7,-2,6,-5,9,7,-7
CC1CCCN(C(=O)c2cc(F)c(F)cc2Cl)C1 (centres undefined),3,4,3,0,6,1,15,-3,2
Cc1c(NC(=O)CSc2ccc3c(c2)OCCO3)c(=O)n(-c2ccccc2)n1C,11,-10,-4,-1,-1,7,-1,4,5
O=C(/C=C/c1cccc(O)c1)c1ccc(N2CCOCC2)cc1,6,2,-3,-5,2,1,2,-3,-1
CC(=N\O)/C(CN(C)C)=N/O,-1,0,1,4,4,0,2,1,1
CCOc1ccc(C(=O)N2CCCC2)cc1OC,-5,8,3,1,-1,4,-9,0,-5
COc1cccc(-c2sc3cc(OC)c(OC)cc3c2-c2ccc(OCCN3CCCCC3)cc2)c1,·,·,·,4,3,2,·,-1,-2
O=c1[nH]c(N2CCN(c3ccccc3)CC2)nc2c1CCC2,2,2,0,5,3,5,8,3,-8
O=C(NCc1ccco1)c1cnn2c(C(F)F)cc(-c3ccccc3)nc12,1,1,-3,10,-1,-2,19,2,-1
COc1ccccc1CNC(=S)Nc1ccc(S(N)(=O)=O)cc1,3,1,-1,-14,-2,2,2,10,-2
O=C(Nc1ccc(F)cc1)c1ccc2snnc2c1,2,14,0,-2,2,5,-11,-3,-1
Cc1noc(C)c1S(=O)(=O)Nc1ccc(C(=O)N2CCC(C)CC2)cc1,-3,6,4,·,2,·,11,·,-6
Cc1ccc(-c2c(C)sc(NC(=O)C3C4CCC(O4)C3C(=O)O)c2C(=O)OC(C)C)cc1 (centres undefined),-6,-2,-4,8,21,-1,4,-2,-9
COc1cccc(NC(=O)Nc2cc(Cl)ccc2C)c1,-8,-5,-5,-7,-2,2,0,-1,-3
COc1ccc(CNC(=O)CCCC(=O)n2nc(C)c3ccccc32)cc1,0,5,3,-3,3,2,-2,2,-2
CCOC(=O)c1ccc(NC(=O)CSc2nc3cccnc3n2C)cc1,-1,1,-1,-1,3,7,7,-3,10
CCOCCCN(C)C1CCN(C(=O)c2oc3ccccc3c2NC(=O)COc2cccc(C)c2)CC1,4,-6,-1,2,4,3,-8,7,1
Cc1cccc(CCNC(=O)C2CCN(S(=O)(=O)c3ccccc3)CC2)c1,1,9,4,-2,-1,6,7,9,2
COc1ccc(NC2CCCN(C(=O)c3cc4ncccn4n3)C2)cc1 (centres undefined),0,4,-1,9,5,-2,4,3,1
COc1ccc([N+](=O)[O-])cc1C(=O)Nc1ccc(Cc2ccncc2)cc1,7,7,1,1,-1,7,10,9,2
N#Cc1ccccc1OCC(=O)NC(N)=O,-3,-6,-2,-2,5,6,4,4,1
OCCOCCNc1ncnc2sc(-c3ccccc3)cc12,-3,-2,-5,-1,3,-1,-6,0,-1
COc1cccc2c(N/N=C/c3ccc(O)c(O)c3)cc(C)nc12,27,-7,-6,-1,7,-1,3,5,2
S=C(c1ccc[nH]1)N1CCOCC1,6,2,1,-5,1,5,-6,2,-5
CCOCCCN(C)C1CCN(C(=O)c2oc3ccccc3c2NC(=O)Cc2cccc([N+](=O)[O-])c2)CC1,0,-4,-3,5,2,-4,8,-5,0
CCOC(=O)CN1C(c2ccccc2O)Nc2ccc(Br)cc2C1c1ccccc1 (centres undefined),10,1,-6,-10,2,5,17,8,-2
CC(C)(Cc1ccc(O)cc1)NC(=O)c1ccccc1,-6,-2,0,4,-4,3,2,9,-1
COc1ccc(NC(=S)N2CCN(c3ccccn3)CC2)cc1,2,4,0,-4,7,-1,8,4,3
O=C1CC(N2CCC(c3nc4ccccc4s3)CC2)C(=O)N1 (centres undefined),4,-4,-1,5,1,4,5,5,-1
CC1CCCC(C)N1C(=O)c1cc2ncc(CCCl)cn2n1 (centres undefined),10,-6,-5,7,1,2,1,1,4
NC(=O)C1(N2CCCCC2)CCN(C(=O)c2cccs2)CC1,2,4,3,-1,-2,6,3,0,-3

# New compounds follow:
SMILES,GSTO1 inh,LYPLA2 inh,LYPLA1 counter,PAFAH2 FP inh,pPAFAH FP inh,PAFAH1B2 FP inh,PREPL inh,PAFAH1B3 FP inh,PAD4 FP inh
CC(C)CN1CCC(=O)N([C@H](CN=[N+]=[N-])Cc2ccccc2)CC1,6,2,2,-3,-8,2,9,7,2
Cc1ccc2c3c([nH]c2c1C)-c1nonc1CC3,-4,-1,-2,2,4,-2,-18,1,-2
O=C(c1ccc(S(=O)(=O)Nc2ccccc2F)cc1)N1CCN(c2ccccn2)CC1,·,·,·,-2,3,2,6,5,3
N#Cc1ccccc1NC(=O)COC(=O)CN1C(=O)C2CCCCC2C1=O (centres undefined),·,·,·,-9,-1,2,1,14,-1
CCOC(=O)c1c(C)[nH]c(C)c1S(=O)(=O)N(C)CC(=O)Nc1cccc(F)c1,9,7,1,0,6,0,8,2,3
O=[N+]([O-])c1ccccc1S(=O)(=O)NC1CCCCCCC1,12,4,0,5,1,5,-8,11,4
O=c1cc(-c2ccccc2)[nH]c2cc(F)ccc12,0,4,-1,-8,-2,3,-12,0,3
CCNC(=S)NNC(=O)c1ccc(=O)n(Cc2ccccc2)c1,1,-3,0,18,0,3,7,3,-4
O=C1C=C(c2ccc(C(=O)O)cc2)C[C@@H](c2ccc3c(c2)OCO3)C1,·,12,3,1,2,5,18,-3,-5
COc1ccc(N2CCN(C(=O)CNS(=O)(=O)c3ccc(C)cc3)CC2)cc1,4,4,-1,5,-1,3,-10,6,2
COCCNC(=S)N1CCN(C(=O)C(=O)Nc2ccc(C(=O)OC)cc2)CC1,0,-4,-3,-1,2,0,3,3,1
Cc1ccc(S(=O)(=O)NC(C)(C)CN2CCc3ccccc3C2)cc1,10,1,2,-6,1,4,-67,13,2
Cc1ccc(CNS(=O)(=O)c2cc(F)ccc2CN2C(=O)c3cccnc3C2=O)o1,7,5,-3,1,-2,7,12,10,1
CCn1c(Cc2ccccc2)nnc1SCC(=O)Nc1nc2ccccc2s1,3,0,-2,-2,6,3,-49,0,-5
COc1ccc(NC(=O)Cn2c3ccccc3c3nc4n(c(=O)c32)CCS4)cc1OC,7,-1,-3,-2,8,3,5,-2,-4

# Results in pPAFAH FP inh, for some of the entries so far:
mol	pPAFAH FP inh
COc1cccc(NC(=O)Nc2cc(Cl)ccc2C)c1	-2
COc1ccc(CNC(=O)CCCC(=O)n2nc(C)c3ccccc32)cc1	3

# Following part
SMILES,GSTO1 inh,LYPLA2 inh,LYPLA1 counter,PAFAH2 FP inh,pPAFAH FP inh,PAFAH1B2 FP inh,PREPL inh,PAFAH1B3 FP inh,PAD4 FP inh
COc1ccc([N+](=O)[O-])cc1NC(=O)C(C)OC(=O)C1CCCC1 (centres undefined),2,0,0,0,5,3,16,2,-6
Cc1ccc(CNS(=O)(=O)c2ccc(C(C)(C)C)cc2)n1C,3,6,-1,6,0,4,18,0,-4
CCOC(=O)c1cc(-c2ccc(N3CCOCC3)cc2)nn1-c1ccc(F)cc1F,11,12,2,6,17,-4,12,-1,-6
CCOC(=O)c1cc[nH]c1CC(=O)NC,0,4,-1,5,0,2,-3,16,1
O=C(NCc1ccco1)c1cnccn1,2,3,3,-1,3,-2,7,5,-1
O=C1N(Cc2cccnc2)C[C@@H]2C[C@@H](c3ccc4nsnc4c3)N3CCC[C@@]123,2,3,0,1,0,-2,2,7,-2
COc1ccc([C@H]2CC(=O)C=C(c3ccc4c(c3)sc3ccccc34)C2)cc1,·,-8,-4,-1,-2,1,-12,-4,-2
COc1ccccc1OCC(=O)Nc1c2c(nn1-c1ccccc1)CS(=O)(=O)C2,-2,-5,-3,7,-1,3,6,-3,-5

# This is a subset; the hit share may differ from the screen's.
